# GRK2 aptamer HTS: compounds blocking aptamer binding on GRK2 – biochemical, human GRK2, bead flow cytometry, HTS, primary screen | FAM-aptamer displacement from GRK2 | inhibition of aptamer binding, % at 10 µM | 330,000 tested, 0.59% active | AID 488847, 2010;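 active = inhibition of aptamer binding above 40%, roughly 3 SD of noise, on plates passing a quality check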;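 also: median bead fluorescence of bound FAM aptamer so fluorescent compounds give negative values; no value below 0 was filed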
# Target sequence (P25098 whole entry, looked up): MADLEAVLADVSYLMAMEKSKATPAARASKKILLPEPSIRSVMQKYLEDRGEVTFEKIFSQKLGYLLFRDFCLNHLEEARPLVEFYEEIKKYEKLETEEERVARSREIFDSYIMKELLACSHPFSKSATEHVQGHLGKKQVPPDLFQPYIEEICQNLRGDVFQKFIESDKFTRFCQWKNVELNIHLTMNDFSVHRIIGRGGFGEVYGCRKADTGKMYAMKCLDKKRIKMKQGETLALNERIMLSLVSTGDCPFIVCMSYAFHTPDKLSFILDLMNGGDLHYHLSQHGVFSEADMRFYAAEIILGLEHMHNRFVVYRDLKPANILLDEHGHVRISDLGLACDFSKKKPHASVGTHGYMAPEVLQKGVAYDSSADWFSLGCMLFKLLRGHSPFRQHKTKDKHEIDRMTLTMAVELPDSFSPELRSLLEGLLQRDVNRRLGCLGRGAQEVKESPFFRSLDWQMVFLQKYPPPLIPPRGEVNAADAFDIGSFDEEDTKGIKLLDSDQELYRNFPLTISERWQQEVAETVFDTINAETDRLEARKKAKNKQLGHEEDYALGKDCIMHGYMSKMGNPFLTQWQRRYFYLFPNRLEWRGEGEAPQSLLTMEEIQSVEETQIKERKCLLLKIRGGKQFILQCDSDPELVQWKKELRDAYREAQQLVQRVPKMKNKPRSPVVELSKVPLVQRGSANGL
# MEP2 TOR yeast: modulators of MEP2-GFP levels in yeast, primary screen, S. cerevisiae, multiplex flow cytometry, MLPCN library; 330,000 tested, 0.51% active; GFP response vs DMSO, % at 10 µM; S. cerevisiae MEP2-GFP strain, 3 h; 100% = DMSO control level;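 active = GFP response versus DMSO above a set limit, roughly screen mean plus 3 SD, cut at about 180% in these data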;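 also: median GFP fluorescence of the barcode-gated MEP2-GFP cells per well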
# AGP1 TOR yeast: modulators of AGP1-GFP expression in yeast TOR pathway, primary screen, cell-based, multiplex flow cytometry, S. cerevisiae, MLPCN library; 3 h; GFP as percent of DMSO wells; GFP response vs DMSO, % at 10 µM; 320,000 tested, 0.02% active; AID 2066, 2009;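 active = GFP response relative to DMSO above a set limit, near screen average plus 3 SD, cut at about 150% in these data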;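 also: median GFP channel fluorescence of the gated AGP1 strain per well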
# VLA-4 inh: inhibition in human VLA-4 binding assay, primary screen, VLA-4 allosteric modulator project, MLPCN library, flow cytometry, VLA-4 expressing cells; Integrin alpha-4 (Homo sapiens), P13612; ligand binding flow cytometry; inhibition, % (about 7 µM as worked out from the volumes in the protocol); 330,000 tested, 0.2% active; AID 2557, 2010; in the data active = inhibition above about 50%
# RPL19A TOR yeast: RPL19A-GFP expression modulators in yeast, primary screen, cell-based, S. cerevisiae, multiplex flow cytometry, MLPCN. S. cerevisiae RPL19A-GFP strain, 3 h; stronger effect = lower value. percent response vs DMSO, % at 10 µM. 330,000 tested, 0.3% active. AID 2025, 2009;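 active = percent response vs DMSO below 50%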;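 also: median channel GFP fluorescence of the barcoded RPL19A-GFP strain; ratio of sample median GFP to plate DMSO average so 100% = DMSO; lower means less RPL19A-GFP as with rapamycin TOR inhibition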
# JMJD2C inh: inhibitors of GASC-1 histone demethylase, primary screen, biochemical, fluorescence, DELFIA europium. AID 2099, 2009. GST-JMJD2C(1-420) H3K9me3 demethylation. Lysine-specific demethylase 4C (Homo sapiens), Q9H3R0. 330,000 tested, 0.069% active. inhibition, % at 2.35 µM;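 active = more than half of a compound's replicate wells show inhibition beyond 50%, single wells judged on their own value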;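 also: signal counts dimethyl H3K9 product captured on neutravidin plate; 0% = median of DMSO wells and 100% = 0.3 times that DMSO median; strong numbers were not always called active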
# CIT2 TOR yeast: modulators of CIT2-GFP expression in yeast, primary screen, S. cerevisiae, GFP fusion, multiplex flow cytometry, MLPCN library; S. cerevisiae CIT2-GFP strain, 3 h; 100 means same as DMSO wells; GFP response vs DMSO, % at 10 µM; 320,000 tested, 0.065% active; AID 2029, 2009;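 active = GFP response relative to DMSO above a set limit, near the screen mean plus 3 SD, cut at about 150% in these data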;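 also: ratio of well median GFP fluorescence to mean of DMSO wells on the plate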
# LAP4 TOR yeast: modulators of LAP4-GFP expression in yeast, primary screen, S. cerevisiae, multiplex flow cytometry, MLPCN library | GFP response vs DMSO, % at 10 µM | 320,000 tested, 0.34% active | AID 2023, 2009 | 3 h; median GFP as percent of DMSO wells;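 active = GFP response vs DMSO above a set limit, about the screen mean plus 3 SD, cut at about 150% in these data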
# Numbers without * were called inactive; . = not tested or not shown; & = joins results of further samples.
# Values in the order: GRK2 aptamer HTS	MEP2 TOR yeast	AGP1 TOR yeast	VLA-4 inh	RPL19A TOR yeast	JMJD2C inh	CIT2 TOR yeast	LAP4 TOR yeast
> COc1coc(/C=C/C(=O)O)cc1=O
    1	94	104	-4	100	2	107	110
> CC1CCCN(C(=O)CSc2n[nH]c(-c3cccs3)n2)C1 (centres undefined)
    3	112	111	7	102	-1	106	106
> Cc1ccccc1/C=N/Nc1ccnc2cc(Cl)ccc12
    0	91	89	14	92	0	84	87
> CC(C)(C)OC(=O)CNC(=O)c1[nH]cnc1C(=O)N[C@@H](Cc1ccccc1)C(=O)OCc1ccccc1
    2	109	103	3	103	5	99	106
> O=C(COC(=O)c1cccs1)Nc1ccccc1C(F)(F)F
    0	100	90	1	96	-2	96	121
> CC(=O)N(CCS(=O)(=O)c1ccc(Cl)cc1)Cc1cccs1
    5	101	111	7	101	3	99	109
> CCOC(=O)CNC(=O)CSc1nc2sc(C)c(C)c2c(=O)n1C
    1	111	111	-11	107	4	105	101
> CCCCN(C)CC(O)Cn1cc(/C=C/C(=O)c2ccc(OCC)cc2)c2ccccc21 (centres undefined)
    0	112	84	8	99	20	92	86
> COc1cccc(C2=NOC(C(=O)NCCN3CCOCC3)C2)c1 (centres undefined)
    0	90	99	2	95	61	99	88
> N#CC1=C(SCc2ccccc2)NC(=O)CC1c1ccccc1 (centres undefined)
    0	100	100	-3	97	31	90	92
> CCOc1ccc(S(=O)(=O)N2CCOCC2)cc1NC(=O)C1=COCCO1
    0	98	94	-5	97	5	96	96
> COc1cc(/C=N/NC(=O)c2ccc3c(c2)OCCO3)c(Br)c(Br)c1O
    0	109	113	-5	106	-6	114	104
> Cc1ccc(CN2CCNC(=O)C2CC(=O)NCC(F)(F)F)o1 (centres undefined)
    3	96	99	4	99	1	95	95
> CCN(CC)C(=O)C1CCCN(C(=O)Nc2ccc(NC(=O)N3CCCC(C(=O)N(CC)CC)C3)cc2)C1 (centres undefined)
    1	99	94	30	93	7	89	97
> Cc1ccc(S(=O)(=O)Nc2c(C)[nH]c(=O)[nH]c2=O)cc1C
    1	100	102	7	105	-7	104	98
> Cc1[nH]c(=O)[nH]c(=S)c1C(=O)Nc1ccc(Cl)c(Cl)c1
    0	104	.	0	99	29	.	.
> O=C(CN1CCN(S(=O)(=O)N2CCOCC2)CC1)Nc1cc(Cl)ccc1Cl
    0	101	100	11	102	-7	100	92
> CN1CCCN(c2ccc([N+](=O)[O-])cc2)CC1
    0	64	82	4	101	.	104	102
> CCCCN1C(=O)C(=O)N(CC(=O)c2cc(C)n(C3CC3)c2C)C1=O
    0	92	95	10	92	1	93	96
> O=C(CSc1nnc(-c2ccncc2)n1CC1CCCO1)Nc1cccc(O)c1 (centres undefined)
    3	120	107	8	99	8	81	117
> O=C(NCCc1cnn(-c2ccccc2)c1)c1cc(COc2c(F)cccc2F)on1
    2	99	97	9	102	4	99	96
> COc1cccc(CNC(=O)CCS(=O)(=O)c2ccc3c(c2)NC(=O)CS3)c1
    13	115	114	5	108	5	106	119
> O=C(NNS(=O)(=O)c1ccc([N+](=O)[O-])cc1)c1ccncc1
    0	107	106	5	105	8	114	100
> O=C(Nc1ccccc1)C1=C[C@@H](C2CCCCC2)C[C@@H](OCCCCO)O1
    0	105	102	0	98	2	93	102
> CN(CC(=O)Nc1cc(Cl)ccc1Cl)C1CCS(=O)(=O)C1 (centres undefined)
    1	99	97	5	95	.	97	91
> O=C(O)c1ccc(CSc2nnc(-c3ccncc3)n2-c2ccc(Br)cc2)cc1
    2	101	108	6	110	-3	103	105
> CN(Cc1cccc(F)c1)C(=O)c1cccc(S(=O)(=O)N2CCN(Cc3ccccc3)CC2)c1
    2	109	89	10	100	12	102	80
> COc1cccc(COc2ccc3ccc(=O)oc3c2)c1
    0	97	90	-30	97	8	89	97
> CC(=O)Oc1ccc(/C=C2\N=C(C3CCCCC3)OC2=O)cc1
    1	95	94	14	98	7	96	109
> Cc1c(CCOC(=O)c2ccc(Cl)cc2Cl)sc[n+]1CC(=O)c1ccccc1
    0	106	98	25	103	3	99	93

# Next section.
# Values in the order: GRK2 aptamer HTS	MEP2 TOR yeast	AGP1 TOR yeast	VLA-4 inh	RPL19A TOR yeast	JMJD2C inh	CIT2 TOR yeast	LAP4 TOR yeast
> Cc1ccc(NC(=O)O/N=C/c2cccc([N+](=O)[O-])c2)cc1
    0	104	98	20	102	1	95	106
> CCN(C(=S)NC(=O)C1CCCC1)C1CCCCC1
    0	108	111	4	105	12	106	106
> Cc1ccc2cccc(S(=O)(=O)NC3CCS(=O)(=O)C3)c2n1 (centres undefined)
    3	104	104	-2	101	7	99	106
> COc1ccc(Cc2nc3ccc(C(=O)NCCCSC)cc3o2)cc1OC
    0	94	94	5	89	20	101	85
> CC(C)OC(=O)c1cc(NC(=O)C2C3CCC(O3)C2C(=O)O)cc(C(=O)OC(C)C)c1 (centres undefined)
    0	100	98	12	102	1&-3	106	104
> C[C@H](NC(=O)c1nc[nH]c1C(=O)NCCCCCNC(=O)OC(C)(C)C)c1ccccc1
    0	100	100	-2	97	-2	104	101
> Cc1ccc(-c2noc(CN(C(=O)c3cccc(Br)c3)C(C)C)n2)cc1
    1	90	88	15	111	7	91	95
> Cc1cccc(C)c1NC(=O)C(C)N1CCCC1 (centres undefined)
    1	93	103	-12	102	6	99	97
> Cc1cc(=O)[nH]c(N/N=C/C=C/c2ccccc2)n1
    4	104	99	2	104	21	104	93
> O=C(/C=C/c1cccs1)N1CCC2(CC1)Oc1ccc(F)cc1C(=O)C21CC(c2ccc(Cl)cc2)=NO1 (centres undefined)
    3	100	88	-14	98	1	96	129
> CCOC(=O)CN1C(=O)CSc2ccccc21
    2	102	106	2	99	28	103	91
> CC(=C/c1ccc(C(C)C)cc1)/C=N/NC(=O)Cn1nnnc1N
    0	98	95	6	98	27	94	98
> C(=N\N(c1ccccc1)c1ccccc1)/c1ccccn1
    0	99	91	3	95	0	96	88
> CCCc1cc(=O)[nH]c(SCC(=O)c2cc(C)n(C3CC3)c2C)n1
    0	114	96	4	102	-6	111	99
> CCC(C)N1CCC2(CC1)N=c1c(c3c4c5c(C)c(O)c3c(O)c1=NC(=O)C(C)=CC=C[C@H](C)[C@H](O)[C@@H](C)[C@@H](O)[C@@H](C)[C@H](OC(C)=O)[C@H](C)[C@@H](OC)C=CO[C@@](C)(O5)C4=O)N2 (some centres undefined)
    0	100	91	28	98	.	91	129
> O=C(O)C1CCCN1c1ncnc2c1oc1ccccc12 (centres undefined)
    1	104	104	15	98	2	96	104
> O=C(COCc1cc(-c2cccs2)on1)NC1CCCCC1
    0	101	108	27	99	4	106	96
> O=c1nc(-c2ccccc2Cl)c2cc(F)ccc2[nH]1
    3	111	101	17	105	0	95	101
> O=S(=O)(Nc1ccc2c(c1)OCCO2)c1ccc(F)c(F)c1
    0	102	107	-10	101	-2	99	96
> O=C(COC(=O)COc1ccc(Br)cc1)Nc1cccnc1Cl
    2	112	58	-2	112	0	79	93
> C/C(CC1CC(C)(C)OC1=O)=N\NC(N)=S (centres undefined)
    4	103	109	-1	102	-6	95	111
> Cc1ccc(C)c(NC(=O)CSc2nnc(CNC(=O)c3cccs3)o2)c1
    0	105	107	6	103	0	106	105
> O=C(Nc1ccncc1)c1cccc2ccccc12
    49*	86	93	8	95	2	97	101
> CC(C)(C)c1ccc2c(c1)N(CC(=O)N1CCCC1)C(=O)CO2
    0	106	100	12	102	-9	106	99
> CC(C)(C)Nc1nc(NCc2cccnc2)nc(N2CCOCC2)n1
    0	100	98	23	97	-1	99	102
> O=c1[nH]nc(SCc2nnc(-c3cccc(Cl)c3)o2)n1C1CCCCC1
    0	102	95	6	102	-6	92	103
> Cc1ccc(S(=O)(=O)NC(=O)Nc2cc(C(C)(C)C)on2)cc1
    0	121	110	5	102	-3	107	114
> Cc1ccccc1Nc1nc(N)nc(COC(=O)c2ccc(O)cc2)n1
    0	106	100	4	101	1	98	105
> COC(=O)[C@H]1[C@H]2C[C@@H]3c4[nH]c5cc(OC)ccc5c4CCN3C[C@H]2C[C@@H](OC(=O)/C=C/c2cc(OC)c(OC)c(OC)c2)[C@@H]1OC
    2	100	96	-40	102	.	93	101
> CC(=O)CCc1ccc(OC(=O)c2cccnc2)cc1
    0	100	96	-4	100	7	99	113

# Carrying on.
# Values in the order: GRK2 aptamer HTS	MEP2 TOR yeast	AGP1 TOR yeast	VLA-4 inh	RPL19A TOR yeast	JMJD2C inh	CIT2 TOR yeast	LAP4 TOR yeast
> CCOc1ccccc1C(=O)N(Cc1sccc1C)C1CCS(=O)(=O)C1 (centres undefined)
    1	104	98	5	99	-7	114	102
> COCCn1c(SCc2csc(-c3ccccc3)n2)nc2ccccc21
    0	100	98	28	98	-3	98	116
> Oc1ccccc1-c1nnc(SCCN2CCOCC2)n1Cc1ccccc1
    1	107	108	13	102	-4	104	104
> O=c1[nH]c2ccc(Cl)cc2c(-c2ccccc2)c1SC(=S)N1CCOCC1
    0	93	96	17	93	4	94	96
> C=CCOc1ccc(C=NNc2ccc(S(=O)(=O)Nc3ccccc3C(=O)O)cc2[N+](=O)[O-])cc1OC
    5	103	99	-6	98	12	103	95
> CC(=O)c1cccc(OC(=O)c2cc(S(=O)(=O)N3CCOCC3)ccc2N2CCCC2)c1
    0	101	91	9	93	4	95	94
> Cc1c(C)c2ccc(OCC(=O)N3CC[C@@]4(O)CCCC[C@H]4C3)c(C)c2oc1=O
    2	106	102	-8	100	4	103	104
> COc1ccc(/C=N/NC(=O)CNC(=O)COc2ccccc2)cc1
    1	96	100	-4	102	-2	101	92
> O=c1cc(O)nc(SCc2ccccc2Cl)[nH]1
    1	97	96	34	97	1	112	101
> O=C(Cc1coc2cc(O)ccc12)NNC(=O)c1cccs1
    0	99	96	13	97	3	97	90
> CC/C(=N\NC(=S)Nc1cccc(C)c1)c1ccccc1
    5	104	90	0	93	11	101	95
> COc1ccc(-n2nnc3c(=O)n(CC(=O)Nc4cc(C)on4)cnc32)cc1OC
    2	96	88	22	97	-36	91	95
> CCCCNC(=O)N1CCN(C/C=C/c2ccccc2)CC1
    8	95	93	0	104	3	97	89
> Cc1[nH]c2ccccc2c1C(=O)/C=C/c1ccccc1
    1	104	94	27	.	-5	73	136
> CCOC(=O)c1ccc(NC(=S)NC2CCCC2)cc1
    5	103	97	8	99	-10	98	108
> CCOC(=O)C(C)/C(C)=N\Nc1ccc([N+](=O)[O-])cc1[N+](=O)[O-] (centres undefined)
    0	94	100	-6	88	-8	92	112
> CCCCCCSc1ccc(-c2nc3ccc(Cl)cn3c2NCCCC)cc1OC
    0	100	94	-1	97	.	93	103
> CCCCCN(C(=O)CCC(=O)OCC(=O)c1c(C)cc(C)cc1C)c1c(N)n(CCCC)c(=O)[nH]c1=O
    0	100	104	1	99	1	101	101
> c1ccc(-c2csc3ncnc(NCCCN4CCOCC4)c23)cc1
    1	107	.	4	104	8	108	105
> CCOC(=O)C1(CC2CCCCO2)CCN(Cc2nc(C(C)C)cs2)CC1 (centres undefined)
    0	107	104	2	107	-7	96	104

# Screening data deposited in PubChem BioAssay by several laboratories.
